Compound activity deposited in PubChem by National Center for Advancing Translational Sciences (NCATS).
KAT2A inh – GCN5L2 (KAT2A) acetyltransferase inhibition; Q92830; GCN5L2 HAT assay, ThioGlo1 CoA-SH fluorescence; Potency, µM (titrated, usually from 58.9 µM), inactives show at the top dose activity change, negative = inhibition, hits mostly inhibitors; hit rate 0.21% among 390,000
Target sequence (Q92830 whole entry, looked up): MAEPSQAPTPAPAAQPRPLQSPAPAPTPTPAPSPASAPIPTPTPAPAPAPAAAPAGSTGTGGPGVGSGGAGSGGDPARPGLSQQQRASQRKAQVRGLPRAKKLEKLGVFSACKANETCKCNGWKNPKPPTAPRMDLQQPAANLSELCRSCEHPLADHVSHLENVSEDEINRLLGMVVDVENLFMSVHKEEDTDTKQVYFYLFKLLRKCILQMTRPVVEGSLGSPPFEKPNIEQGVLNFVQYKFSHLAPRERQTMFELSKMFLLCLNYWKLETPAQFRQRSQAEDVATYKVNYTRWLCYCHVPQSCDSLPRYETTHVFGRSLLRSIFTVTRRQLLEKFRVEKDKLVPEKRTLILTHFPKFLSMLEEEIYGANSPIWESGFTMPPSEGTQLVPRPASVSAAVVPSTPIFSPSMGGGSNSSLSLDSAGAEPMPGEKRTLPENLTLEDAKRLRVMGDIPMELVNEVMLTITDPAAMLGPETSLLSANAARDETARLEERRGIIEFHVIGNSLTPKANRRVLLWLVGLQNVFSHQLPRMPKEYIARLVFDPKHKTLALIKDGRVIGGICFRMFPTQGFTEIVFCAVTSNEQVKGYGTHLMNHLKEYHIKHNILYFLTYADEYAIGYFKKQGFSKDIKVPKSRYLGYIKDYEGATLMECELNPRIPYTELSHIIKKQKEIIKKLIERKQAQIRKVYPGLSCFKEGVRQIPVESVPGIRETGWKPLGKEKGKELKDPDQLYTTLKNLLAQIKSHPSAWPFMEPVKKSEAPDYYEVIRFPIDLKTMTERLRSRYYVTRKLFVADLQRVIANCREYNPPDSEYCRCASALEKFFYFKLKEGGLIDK
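Free CoA generated was detected with ThioGlo1 (50uM) fluorescence at Ex340nm/Em540nm, read immediately and after 20 min at room temperature. Enzyme, 20 nM in HEPES pH 7.5 buffer, saw compounds 15 min before adding 75uM H3(1-25) peptide and 70uM acetyl-CoA.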
N370S GC – inhibits or activates N370S mutant glucocerebrosidase; N370S GC spleen homogenate, 4MU-glucoside fluorescence; Potency, µM (doses to about 59.4 µM), for inactives: top-dose activity change, negative = inhibition, actives largely listed as inhibitors; hit rate 0.092% among 330,000; AID 2101;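 further: 0% = full enzyme activity and -100% = no enzyme basal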
FEN1 inhibitor – inhibitors of human flap endonuclease 1; Recombinant FEN1 flap cleavage, fluorescence, 15 min; Potency, µM (series often up to 114 µM), for inactives: top-dose activity change, negative = inhibition, most hits filed as inhibitors; hit rate 0.35% among 390,000; further: nearly all actives have a fitted effect of over 65% in size
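Quantitative HTS format: each compound was titrated, incubated with 10 nM nuclease for 15 min at room temperature, then challenged with flap substrate at 50 nM final. Signal change over 15 min gave concentration–effect curves.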
* hit, by the source's call; u = inconclusive; x = no result given; & = joins results of further samples; [ ] = another dose, or the depositor's remark. The call rests on the fitted dose curve; in most records, active means well fitted curve in the direction sought with a large enough effect; inconclusive means small, poorly fitted or top-dose-only effect, or another doubt; inactive means no such curve, though single readings can be large; an effect the other way counts as inactive or inconclusive. Unless noted, on the % scale 0 is the no-effect control and ±100 the full control effect; potency means the concentration at half of the fitted maximal effect.

entry	Molecule	KAT2A inh	N370S GC	FEN1 inhibitor
1	Fc1ccccc1CNC(=S)Nc1cccc(C(F)(F)F)c1	-8%	6%	-14%
2	COc1ccc(C2=C(C)CC(C)(C)NC2=O)cc1OC	-9%	6%	-3%
3	O=C(O)c1cccc(CN2C(=O)SC(Nc3ccccc3)C2=O)c1 (stereo not drawn)	-9%	-3%	5%
4	Cc1sc2nc(SCc3ccccc3)n(Cc3ccco3)c(=O)c2c1C	6%	7%	-21%
5	CCCCOc1ccc(C(=O)NNC(=O)C2C3CCC(C3)C2C(=O)O)cc1 (stereo not drawn)	1%	0%	0%
6	Cc1ccc(NC(=O)CCN2CCN(CCO)CC2)cc1C	-3%	x	2%
7	O=C(Nc1ccc(Br)cc1)Nc1cnccn1	u	27%	3%
8	CN(C)C(=O)c1cc(C(=O)c2ccccc2Br)c[nH]1	-13%	8%	-12%
9	Cc1cc(Nc2cccc(Cl)c2)nc2ccc(NC(=O)c3ccc(F)cc3Cl)cc12	-11%	x	-9%
10	CS(=O)(=O)NCCOc1ccc(S(=O)(=O)N2CCCc3ccccc32)cc1	-13%	-3%	-8%
11	O=C1C2CCCN2C(=S)N1C1CCCCC1 (stereo not drawn)	-2%	-14%	-13%
12	O=C(NC(=S)Nc1ccccc1N1CCCCC1)c1ccc(F)cc1	-11%	u	-20%
13	Cc1cccc(NS(=O)(=O)c2ccc(Cl)cc2)n1	-2%	1%	6%
14	Cc1cccc(C)c1NC(=O)NC1(C(=O)N2CCOCC2)CCCCC1	-5%	-21%	8%
15	Cc1ccc(C)c(S(=O)(=O)N2CCN(C(=O)CCCc3c[nH]c4ccccc34)CC2)c1	-14%	0%	-5%
16	CC1CN(C(=O)c2cccc(COc3ccccc3Cl)c2)CC(C)O1 (stereo not drawn)	-2%	-4%	-18%
17	O=C(NN1CCOCC1)c1cccc2ccccc12	-1%	6%	6%
18	Cn1c(C(=O)N2CCC(C(N)=O)CC2)cc2c(=O)n(C)c3ccccc3c21	-3%	1%	15%
19	Cc1cc(Cl)ccc1NC(=O)CCN1C(=O)NC(C)(C)C1=O	-2%	x	-16%
20	COc1ccc2c(c1)c1c(c(=O)n(CCc3ccccc3)c(=O)n1Cc1cccc(F)c1)n2C	1%	x	0%
21	CCOc1ccc(/C=N/Nc2ccccc2)cc1	-8%	-7%	12%
22	C=CCN1C(=O)CS/C1=N\N=C\c1cccc([N+](=O)[O-])c1	-4%	-30%	3%
23	CCCn1c(SCC(=O)NC23CC4CC(CC(C4)C2)C3)n[nH]c1=O	-4%	-1%	-2%
24	CC1CCc2c(sc3nc(CSc4n[nH]c(N)n4)[nH]c(=O)c23)C1 (stereo not drawn)	-11%	13%	6%
25	O=C(Nc1nc(-c2ccccc2)cs1)c1ccccc1NS(=O)(=O)c1ccc(F)cc1	u	-8%	-31%
26	O=C(CSc1nccc(-c2ccc(Br)cc2)n1)NCCc1ccccc1	-13%	17%	-11%
27	COc1ccccc1C(=O)NC(=S)Nc1ccc(NC(=O)c2cccs2)cc1	-6%	1%	-2%
28	O=[N+]([O-])c1ccccc1/C=C/CN1CCCCC1	1%	1%	-1%
29	CCCCNc1c(-c2ccc(SC(C)CC)cc2)nc2ccccn12 (stereo not drawn)	u	-8%	u
30	Cc1cccc(/C=C2/C(=O)/C(=C/c3ccccc3C)C3CCC2N3C)c1 (stereo not drawn)	-4%	2%	4%
31	CCOC(=O)c1sc2nccc(N(C)C)c2c1N=CNOCc1ccccc1	-4%[0.501 µM]	u	-19%
32	Cc1nc(CS(=O)c2ccccc2)cc(N2CCOCC2)n1 (stereo not drawn)	2%	7%	-4%
33	COc1ccc(NC(=O)/C=C/c2ccc(C)o2)cc1S(=O)(=O)N1CCOCC1	-2%	-2%	0%
34	CC(=O)Nc1ccc(NC(=O)c2cc3sccc3n2Cc2ccc(F)cc2)cc1	-6%	x	-1%
35	CCc1ccccc1NC(=S)N(Cc1ccc(OC)cc1)CC1CCC(C(=O)O)CC1 (stereo not drawn)	-8%	8%	19%
36	Cc1ccc(-n2[nH]c(C)c(/C=N/Nc3ccc([N+](=O)[O-])cc3[N+](=O)[O-])c2=O)cc1C	u	-10%	-10%

Given with two lines to a compound: two of the compounds above
The line under a structure holds: KAT2A inh, N370S GC, FEN1 inhibitor
#33 COc1ccc(NC(=O)/C=C/c2ccc(C)o2)cc1S(=O)(=O)N1CCOCC1
    -2%, -2%, 0%
#2 COc1ccc(C2=C(C)CC(C)(C)NC2=O)cc1OC
    -9%, 6%, -3%

Following part:
entry	Molecule	KAT2A inh	N370S GC	FEN1 inhibitor
37	Cc1ccc(N/C=C(/C#N)c2ccsc2)cc1	x	-3%	4%
38	COc1cccc(Cn2c(=O)c(-c3ccccc3)nc3cnc(N4CCN(C)CC4)nc32)c1	-9%	-27%	x
39	Cc1ccc(CSCC(Nc2ccc(C(=O)O)cc2[N+](=O)[O-])C(=O)O)cc1 (stereo not drawn)	-8%	-2%	-1%
40	Cn1cnnc1SCC(=O)Nc1sc2c(c1C#N)CCCCC2	0%	7%	-11%
41	CCOC(=O)C(=O)NNc1cccc(C)c1C	-6%	6%	7%
42	CCN(c1ccccc1)S(=O)(=O)c1nnc(NC(=O)c2ccccc2)s1	-8%	x	-6%
43	COc1ccc(C(CCN2CCCC(C)C2)c2c(O)cc(OC)cc2OC)cc1 (stereo not drawn)	x	3%	-17%
44	Cc1ccccc1NC(=O)c1sc(NC(=O)COc2ccccc2)c(C#N)c1C	-9%	0%	4%
45	O=C(NCC(c1cccnc1)N1CCOCC1)c1cccs1 (stereo not drawn)	-4%	-9%	-12%
46	COc1ccc(/C=N/NC(=O)c2nc(-c3ccccc3)cc(-c3ccccc3)n2)cc1OC	-20%	0%	8%
47	O=C(NC(=S)Nc1nc(-c2cccc([N+](=O)[O-])c2)cs1)c1ccccc1Cl	-10%	5%	12%
48	C=CCOc1ccnc(-c2ccccc2)n1	2%	-13%	8%

Values by screen from the entries so far.
Compounds 36–45 in FEN1 inhibitor read -10%, 4%, x, -1%, -11%, 7%, -6%, -17%, 4%, -12%

Further entries follow.
entry	Molecule	KAT2A inh	N370S GC	FEN1 inhibitor
49	Cc1ccc(-c2c(C)n([O-])c3c([n+]2=O)CCCCC3)o1	0%	0%	-2%
50	COc1cc(CN2CCN(Cc3c[nH]c4ccccc34)CC2CCO)cc(OC)c1 (stereo not drawn)	-12%	-9%	2%
51	CC(=O)OC[C@H]1O[C@@H](O/N=C/[C@@H](C)[C@H](OCc2ccccc2)C(C)C)[C@H](OC(C)=O)[C@@H](OC(C)=O)[C@@H]1OC(C)=O	-5%	6%	x
52	CCCc1nnc(SCC(=O)N2CCCCC2C)n1CCOC (stereo not drawn)	12%	-11%	-5%
53	CC(=O)C1=C(NC(=O)c2ccccc2F)C[C@@H]2[C@H]1C2(C)C	-4%	7%	-13%
54	COc1ccc(C(=O)N2CCN(c3ncccn3)CC2)cc1[N+](=O)[O-]	-1%	-2%	20%
55	CCOC(=O)c1ccc(NC(=O)CSc2c3c(nc4cc(Cl)ccc24)CCCC3)cc1	-1%	x	-14%
56	NC(=O)[C@@H]1[C@@H]2C(=O)N(c3ccc(F)cc3)C(=O)[C@@H]2[C@H]2C=Cc3ccccc3N21	-18%	-11%	-10%
57	CCS(=O)(=O)c1ccc(-c2csc(-c3ccccc3)n2)c(Cl)c1Cl	-3%	-3%	-1%
58	C/C(=N/NC(=O)c1ccc2c(c1)OCO2)c1cccc([N+](=O)[O-])c1	-4%	-16%	-1%
59	COc1ccccc1NC(=O)N1CCC(c2nc3cc(C)c(C)cc3[nH]2)CC1	-5%	5%	6%
60	CCn1c(=O)c2sccc2n2c(CCC(=O)N3CCN(c4ccc(C(C)=O)cc4)CC3)nnc12	-2%	x	-10%

Quoted from above: nos. 57 to 60
entry	Molecule	KAT2A inh	N370S GC	FEN1 inhibitor
57	CCS(=O)(=O)c1ccc(-c2csc(-c3ccccc3)n2)c(Cl)c1Cl	-3%	-3%	-1%
58	C/C(=N/NC(=O)c1ccc2c(c1)OCO2)c1cccc([N+](=O)[O-])c1	-4%	-16%	-1%
59	COc1ccccc1NC(=O)N1CCC(c2nc3cc(C)c(C)cc3[nH]2)CC1	-5%	5%	6%
60	CCn1c(=O)c2sccc2n2c(CCC(=O)N3CCN(c4ccc(C(C)=O)cc4)CC3)nnc12	-2%	x	-10%

Next section
entry	Molecule	KAT2A inh	N370S GC	FEN1 inhibitor
61	O=S(=O)(NCc1ccccc1)[C@@H]1CC2C=CC1C2 (stereo partly drawn)	1%	x	-10%&7%
62	C[C@@]1(C2CCCC2)Cc2cc(OCC(=O)O)c(Cl)c(Cl)c2C1=O	-10%&-2%&-7%	-3%&4%&-1%	x
63	O=C(O)c1cccc(NCc2ccncc2)c1	0%	6%	x
64	S=C(NCCCN1CCOCC1)N1CCN(c2nc(-c3ccccc3)cs2)CC1	11%	6%	-18%
65	CCOc1cccc(/C(O)=C2/C(=O)C(=O)N(CCOC)C2c2ccco2)c1 (stereo not drawn)	-24%	-18%	7%
66	COC(=O)c1cccc(-c2ccc(C(c3c(C)[nH][nH]c3=O)c3c(C)[nH][nH]c3=O)o2)c1	-3%	-8%	-24%
67	CN(c1ccccc1)S(=O)(=O)c1cccc(NC(=O)C2=NNC(=O)CC2)c1	2%	x	2%
68	O=C(CCNS(=O)(=O)c1cccc2nsnc12)NCc1ccccc1Cl	2%	11%	1%
69	Cc1ccc(Nc2nc(-c3ccc(O)cc3O)cs2)nc1	35%[activator]	-3%	-11%
70	Nc1nc(Nc2ccc(Cl)cc2)nc2ccccc12	-11%	-11%	-11%
71	O=[N+]([O-])c1ccc(C(O)CN2CCOCC2)cc1 (stereo not drawn)	2%	-1%	0%
72	Cc1nnc(SCC(=O)NNC(=O)c2ccc(Cl)cc2)n1CC1CCCO1 (stereo not drawn)	-4%	-2%	-5%
73	CC12C(=O)N(c3cccc(OC(=O)c4ccco4)c3)C(=O)C1C1c3ccccc3C2c2ccccc21 (stereo not drawn)	-7%[0.501 µM]	0%	-1%
74	CCSc1nc(N2CCOCC2)c2c(c1C#N)CCCC2	-5%	-1%	-20%
75	COc1ccc(N=c2scc(C)n2CCCN2CCCC2=O)cc1	-3%	-9%	-4%
76	Cc1cc(O)cc(O)c1C(=O)Cc1ccccc1	0%	-8%	1%
77	COC(=O)c1ccccc1NC(=O)c1noc2c1CCCC2	-3%	3%	-10%
78	CCOC(=O)c1nn(-c2ccccc2F)c2nc(Nc3ccccc3)cc(=O)n12	-12%	14%	-4%
79	O=C(O)CSc1cc(C(F)(F)F)nc(-c2ccccn2)n1	-3%	-2%	-2%
80	CCOC(=O)c1sc2nc(N3CCOCC3)c3c(c2c1N)CCN(Cc1ccccc1)C3	-3%	2%	2%
81	Cc1ccc2c(c1)nnn2C1CCN(CC(=O)Nc2ccc3c(c2)OCCO3)CC1	-9%	u	4%
82	Cc1nn(C)c(C)c1CN(C)S(=O)(=O)c1ccc2ccccc2c1	1%	5%	-8%
83	CC1CN(S(=O)(=O)c2cccc(C(=O)NCc3ccc4c(c3)OCO4)c2)CC(C)O1 (stereo not drawn)	-4%	-3%	-8%
84	O=C(NC1CCC(O)CC1)c1cccc2cccnc12 (stereo not drawn)	-3%	4%	0%
85	COc1ccc(C(=O)OCC(=O)Nc2ccc3[nH]c(=O)[nH]c3c2)c(OC)c1OC	-2%	-1%	-6%
86	COC(=O)c1nc(NC(C)=O)n[nH]1	-10%	-12%	x
87	COc1ccc(C(=O)O/N=C2\CCS(=O)(=O)c3sccc32)cc1	-13%	3%	17%
88	CCOc1ccccc1NC(=O)Cn1c2ncccc2c(=O)n1-c1ccc(C)c(C)c1	14%	x	-2%
89	O=C(Nc1ccccc1Cl)N1C2CCC1CC(O)(c1cccnc1)C2 (stereo not drawn)	2%	0%	-6%
90	CC(=O)c1ccccc1NC(=O)c1ccc2c(c1)NC(=O)C(C)S2 (stereo not drawn)	-13%	-10%	-12%
91	CCNc1ncc2nc(-c3ccc(Cl)cc3)c(=O)n(C[C@H]3CCCO3)c2n1	-3%	11%	x
92	CC1(C)CC(=O)c2sc(NS(C)(=O)=O)nc2C1	x	-14%	0%
93	CC(Oc1ccc2c3c(c(=O)oc2c1)CCC3)C(=O)N[C@@H](Cc1ccccc1)C(=O)O (stereo partly drawn)	-1%	28%	18%
94	CCCOc1ccc(C(F)(F)F)cc1NC(=O)c1cc(C)on1	0%	x	19%
95	COc1ccc(/C(N)=N/OC(=O)Cc2cccs2)cc1	-2%	10%	-9%
96	C[C@@H](CN1C2=NC[C@H](Cc3ccccc3)N2C[C@H]1Cc1ccc(O)cc1)NC(=O)CCC1CCCCC1	-1%	-16%	-6%
97	COC(=O)c1ccccc1NC(=O)CCC(=O)N1CCSc2ccccc21	-12%	3%	-4%
98	CCOc1cc(C(=O)OCc2cc(=O)n3nc(CC)sc3n2)cc(OCC)c1OCC	-2%	x	4%
99	O=C(O)c1ccc(Sc2nnc(-c3cccc(Br)c3)o2)c([N+](=O)[O-])c1	0%	6%	5%
